High-throughput results: PubChem, National Center for Advancing Translational Sciences (NCATS)
Pin1 inh: blocks the human prolyl isomerase Pin1 | Q13526 | Pin1 FP peptide displacement, HiFluor488, 10 min | Potency, µM (titrated, usually from 115 µM), without a hit: at the highest dose activity, negative = inhibition, hits mostly inhibitors | 390,000 tested, 0.009% active | AID 504891; active = well fitted inhibition curve with a large enough effect in the polarisation, with a control signal flat, not every such curve was filed as active; inconclusive = small, poorly fitted or top-dose-only effect, or effect the other way, or a change in a side signal; inactive = no such curve, though single readings can be large or run the other way; the % refers to the polarisation; note: potency is the fitted concentration of half-maximal effect; % is set by controls: 0 for no effect and ±100 for the full control effect
Target sequence (Q13526 whole entry, looked up): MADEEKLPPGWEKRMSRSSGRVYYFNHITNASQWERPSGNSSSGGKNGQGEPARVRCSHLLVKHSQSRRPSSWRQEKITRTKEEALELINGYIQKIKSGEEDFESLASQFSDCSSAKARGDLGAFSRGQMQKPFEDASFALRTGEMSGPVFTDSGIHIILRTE
D2 antag: antagonizes the human D2 dopamine receptor | P14416 | HEK293 TREx D2 cells, calcium flux, dopamine EC80 | inhibition, % at 10 µM | 340,000 tested, 2% active; in the data active = inhibition above about 30%; note: 0% is about no effect
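Antagonism is scored as inhibition of an EC80 dopamine-evoked calcium signal in a force-coupled, tetracycline-inducible HEK293 T-REx D2 line, with compound present 180 s before agonist.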
TRHR PAM: TRH receptor (human) allosteric enhancement | AID 493056 | 360,000 tested, 0.66% active | enhancement, % at 2 µM | TRHR cells, fluo-8 calcium fluorescence, EC20 TRH enhancement | P34981; in the data active = enhancement above about 30%; note: 0% is about no effect
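Enhancer read-out: after compound pinning and an initial kinetic agonist-mode read, an EC20 of TRH (10 nM final) was injected and fluo-8 calcium signal (Ex 480/Em 530) followed at 1 s/cycle for 100 cycles in TRHR-expressing cells.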
TrxR1 inh: inhibitors of rat thioredoxin reductase 1. Potency, µM (titrated, usually from 114 µM), for the others: at the top dose activity change, negative = inhibition, actives largely listed as inhibitors. recombinant rTrxR1, NADPH fluorescence consumption, selenite substrate. O89049. AID 588453. 390,000 tested, 1% active; note: potency is the fitted concentration of half-maximal effect; % is set by controls: 0 for no effect and ±100 for the full control effect; nearly all actives have a fitted effect of over 65% in size
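Rat TrxR1 (90 nM in the dispensed reagent) was pre-reduced with 400 uM NADPH for 5 min at room temperature, then incubated with compound for 15 min. After 400 uM selenite was added, NADPH fluorescence (Ex 340/Em 450 nm) was followed for 8 min.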
USP1 inh: blocks the human USP1/UAF1 deubiquitinase complex | O94782 | 390,000 tested, 0.23% active | Potency, µM (highest dose often 57.1 µM), for the others: at the top dose activity change, negative = inhibition, actives largely listed as inhibitors | recombinant USP1/UAF1, Ub-Rhodamine cleavage fluorescence; note: potency is the fitted concentration of half-maximal effect; % is set by controls: 0 for no effect and ±100 for the full control effect; nearly all actives have a fitted effect of over 60% in size; inactives centre near -12
Target sequence (O94782 whole entry, looked up): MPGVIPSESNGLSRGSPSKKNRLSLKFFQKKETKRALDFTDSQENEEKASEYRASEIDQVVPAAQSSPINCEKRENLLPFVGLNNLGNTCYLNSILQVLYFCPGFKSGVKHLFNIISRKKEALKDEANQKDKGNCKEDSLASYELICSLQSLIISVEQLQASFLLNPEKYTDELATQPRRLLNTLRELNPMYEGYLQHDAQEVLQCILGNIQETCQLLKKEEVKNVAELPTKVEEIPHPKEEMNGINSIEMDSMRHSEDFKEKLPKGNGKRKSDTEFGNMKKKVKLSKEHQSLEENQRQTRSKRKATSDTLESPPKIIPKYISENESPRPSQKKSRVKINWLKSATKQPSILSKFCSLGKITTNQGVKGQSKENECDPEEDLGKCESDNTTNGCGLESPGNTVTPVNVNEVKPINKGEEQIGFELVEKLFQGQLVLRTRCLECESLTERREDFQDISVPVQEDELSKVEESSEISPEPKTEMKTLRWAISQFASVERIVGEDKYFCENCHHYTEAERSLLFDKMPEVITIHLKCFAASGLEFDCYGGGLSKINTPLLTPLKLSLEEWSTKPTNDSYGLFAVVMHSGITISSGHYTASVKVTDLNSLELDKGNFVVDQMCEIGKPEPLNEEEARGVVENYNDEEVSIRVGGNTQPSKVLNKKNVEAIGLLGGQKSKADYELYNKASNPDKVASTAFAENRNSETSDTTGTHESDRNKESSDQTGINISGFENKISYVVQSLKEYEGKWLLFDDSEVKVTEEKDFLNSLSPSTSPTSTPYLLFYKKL
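1 nM enzyme complex + cpd, 15 min RT; start with Ub-Rho 150nM final; kinetic fluorescence ex 480/em 540, 6 reads q60 s. Buffer 50mM HEPES pH 7.8, 0.5mM EDTA, 0.1 mg/ml BSA, 1mM TCEP, 0.01% Tween-20.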
TrxR1 substrate: is turned over as a substrate by rat TrxR1. O89049. purified TrxR1 substrate turnover, NADPH consumption readout. Potency, µM (titrated, usually from 114 µM), without a hit: top-dose activity change, negative = substrate turnover. 390,000 tested, 0.01% active. AID 588456; note: potency is the fitted concentration of half-maximal effect; % is set by controls: 0 for no effect and ±100 for the full control effect; nearly all actives have a fitted effect of over 50% in size
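Rat TrxR1, dispensed at 90 nM, was prereduced with 400 uM NADPH (final) for 5 min at ~22 deg C, then incubated with compound 15 min before 400 uM selenite. A first-read NADPH fluorescence drop versus no-compound background flagged substrates.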
mIDH1 inhibitor: human IDH1 R132H inhibition | O75874 | IDH1-R132H enzyme, NADPH consumption, diaphorase/resazurin fluorescence | Potency, µM (titrated, usually from 76.6 µM), without a hit: at the highest dose activity change, negative = inhibition, hits mostly inhibitors | 390,000 tested, 0.093% active | AID 602179; note: potency is the fitted concentration of half-maximal effect; % is set by controls: 0 for no effect and ±100 for the full control effect; nearly all actives have a fitted effect of over 65% in size
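IDH1-R132H (0.5 ug/mL dispensed) in pH 7.5 Tris buffer was preincubated 30 min with compound, then given a substrate mix of 0.016 mM NADPH and 2 mM alpha-KG for 80 min at room temperature; remaining NADPH was read by diaphorase/resazurin fluorescence.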
D2 agonist: D2 dopamine receptor (human) agonism; activation, % at 2 µM; 340,000 tested, 0.53% active; HEK293 T-REx D2 cells, calcium flux agonist mode;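 active = activation over 3 SD above normal in the single-dose calcium agonist read, cut at about 30% in these data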; note: 0% is about no effect
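Tetracycline-induced HEK293 T-REx cells with force-coupled D2 receptor, plated overnight at 30 C, loaded with no-wash calcium dye. After a 10 s baseline, compound was pin-added and calcium flux read kinetically for 180 s; calcium rises flagged agonists.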
TRHR ag: agonists of human TRH receptor. 360,000 tested, 0.18% active. activation, % at 2 µM. AID 493084. TRHR cells, calcium flux fluo-8, FDSS agonist mode. P34981; in the data active = activation above about 30%; note: 0% is about no effect
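Read-out: compound-evoked intracellular calcium rise in TRHR cells, fluo-8 dye, kinetic FDSS fluorescence at 1 s/cycle following a 10-cycle baseline. Cells cultured overnight before dye loading (30 min–1.5 h, RT).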
* marks the source's active call; other numbers are inactive results; ? = inconclusive; · = no result given; [ ] = another dose, or the depositor's remark. Unless noted, calls come from the whole dose curve; as a rule, active = well fitted inhibition curve with a large enough effect; inconclusive = small, poorly fitted or top-dose-only effect; inactive = no such curve, though single readings can be large or run the other way. The list is partial; rates above refer to the full screens.

SMILES	Pin1 inh	D2 antag	TRHR PAM	TrxR1 inh	USP1 inh	TrxR1 substrate	mIDH1 inhibitor	D2 agonist	TRHR ag
Cc1cc(=O)oc2c1c(C(F)(F)F)nn2-c1ccccc1	-1%	-12	1	18%	-23%	4%	5%	0.1	0.2
CCN(CC)c1nc(-c2nn[nH]n2)nc(N(CC)CC)n1	4%	4	-2	11%	3%	8%	5%	0.0	0.3
O=C(CC(Nc1ccc(F)cc1)c1ccccc1)c1ccccc1 (centres undefined)	2%	10	-2	5%[57.1 µM]	7%	2%[57.1 µM]	-5%	0.3	-0.5
CCCNC(=O)CSc1ccc(S(=O)(=O)N2CCCC2)cn1	-1%	-5	6	3%	-8%	2%	3%	0.1	0.2
CCN1CCN=C1Nc1ccccc1	-1%	2	3	26%	-23%	5%	0%	0.2	0.3
C=CCn1c(=N)n(CC(=O)c2cccc([N+](=O)[O-])c2)c2ccccc21	-5%	10	-2	8%[57.1 µM]	-20%	8%[57.1 µM]	2%	-0.9	0.0
CC(=O)c1ccc(NC(=O)CCS(=O)(=O)c2ccc3c(c2)n(C)c(=O)c(=O)n3C)cc1	-8%	-16	1	-18%[57.1 µM]	-3%	0%[57.1 µM]	-4%	-0.3	0.0
CNC(=O)C1CCN(S(=O)(=O)c2c(C)noc2/C=C/c2cccc(C)c2)CC1	0%	9	-4	16%	-23%	3%	-7%	0.5	0.4
O=C(CN1C(=O)S/C(=C\c2cccs2)C1=O)Nc1ccc(C(=O)O)c(O)c1	-4%	40*	10	-21%	-24%	-17%	-5%	-1.1	-1.3
CC1Sc2ccc(S(=O)(=O)CCC(=O)Nc3ccc(C(C)C)cc3)cc2NC1=O (centres undefined)	6%	52*	21	14%	-16%	-1%	-14%	0.5	0.3
COCCn1c(=S)[nH]c2cc(C(=O)NC(C)C)ccc2c1=O	-10%	2	10	-16%	4%	-7%	7%	-0.2	-1.5
CCCCn1c(SCC(=O)Nc2nnc(C)s2)nnc1-c1ccncc1	-4%	-6	-4	25%	-18%	10%	7%	0.3	-0.2
CCCCCCN=C1CC(C)(C)CC(=O)/C1=C(/O)CCC	-10%	6	-2	10%[57.1 µM]	-5%	-17%[57.1 µM]	10%	-1.6	-0.6
CC(C)Sc1nc2ccccc2c(=O)[nH]1	37%[activator]	2	1	0%	-12%	-1%	-3%	0.7	-0.3
CC1CC(NC(=O)c2c(O)nc3ccccn3c2=O)CC(C)(C)C1 (centres undefined)	13%	·	·	-21%	0%	-13%	-1%	·	·
N#Cc1cnn(Cc2ccccc2)c1N	-5%	-28	1	17%[57.1 µM]	-15%	11%[57.1 µM]	7%	-0.8	-0.4
CC(=O)c1ccc(OCCCC(=O)Nc2ccc(C)c(S(=O)(=O)N(C)C)c2)cc1	3%	9	4	4%	-21%	-6%	2%	-0.3	-0.6
COc1ccc(-c2cc(N3C(=O)Nc4ccccc4N3O)n[nH]2)c(OC)c1	2%	-10	3	13%	-19%	-2%	-7%	1.9	-0.2
Cc1ccc(CN2C3=NCCCN3c3ccccc32)cc1	-7%	4	-2	17%	-1%	0%	1%	0.4	0.8
Cc1cccc(NC(=O)c2c(C)cc(C)nc2SCC(=O)Nc2c(C)cc(C)cc2C)c1	1%	·	9	16%	-8%	5%	1%	·	-0.9
Cc1ccc(S(=O)(=O)Nc2nc(C)c(C(=O)Nc3ccccc3)s2)cc1	-7%	2	-2	6%	-13%	-3%	-3%	-0.2	0.0
O=C(NCCCN1CCN(c2cccc(Cl)c2)CC1)Nc1ccccc1C(F)(F)F	-6%	·	-4	7%	-27%	-2%	12%	22	-0.2
Cc1ccc(CNC(=O)CSc2nnc(CNC(=O)c3ccccc3)o2)cc1	3%	-38	6	-25%	0%	-18%	1%	1.6	-0.6
N#CC1=C(N)N(c2ccccc2Sc2ccccc2)C(=O)C1	19%	·	-2	-7%	4%	0%	-1%	·	1.2
Cc1ccc(C)c(NC(=O)COC(=O)CSc2ccccc2)c1	-1%	-6	-14	21%	-12%	0%	-4%	1.0	0.6

Shown as a hit in D2 antag (from the list above):
structure	Pin1 inh	D2 antag	TRHR PAM	TrxR1 inh	USP1 inh	TrxR1 substrate	mIDH1 inhibitor	TRHR ag
O=C(CN1C(=O)S/C(=C\c2cccs2)C1=O)Nc1ccc(C(=O)O)c(O)c1	-4%	40*	10	-21%	-24%	-17%	-5%	-1.3
CC1Sc2ccc(S(=O)(=O)CCC(=O)Nc3ccc(C(C)C)cc3)cc2NC1=O (centres undefined)	6%	52*	21	14%	-16%	-1%	-14%	0.3

(continued)
SMILES	Pin1 inh	D2 antag	TRHR PAM	TrxR1 inh	USP1 inh	TrxR1 substrate	mIDH1 inhibitor	D2 agonist	TRHR ag
Cc1cc(Cl)ccc1-n1c(CCC(=O)O)ccc1-c1cccs1	3%	·	-1	?	?	0%	20%	1.6	1.0
CC1CCCC(C)N1c1nnc(N)s1 (centres undefined)	4%	-18	0	20%	-10%	7%	-1%	-0.3	-0.5
NC(=S)Nc1cnc2ccccc2c1	-10%	-2	4	-17%	-18%	-8%	2%	1.0	0.5
CCN1CCCC1CNC(=O)COc1cc(=O)n(C)c2ccccc12 (centres undefined)	3%	13	-5	-16%[57.1 µM]	-8%	7%[57.1 µM]	0%	1.0	0.5
CCOCCc1nnc(NC(=O)CCc2ccccc2)s1	2%	5	-3	13%	3%	0%	8%	-1.0	-1.0
S=c1[nH]nc(-c2cccnc2)n1-c1ccccc1	-2%	-2	2	-35%	-14%	-2%	8%	-0.2	-0.4
COc1ccc(-c2cc(C(F)(F)F)nc(N3CCN(C)CC3)n2)cc1OC	-3%	-3	-5	-9%[57.1 µM]	-20%	11%[57.1 µM]	12%	0.3	0.2
COc1ccc(C(CNC(=O)c2cccc(S(=O)(=O)N3CCCCC3)c2)N2CCCC2)cc1 (centres undefined)	3%	-2	9	3%	-4%	0%	11%	0.3	0.8
COc1ccc(-c2csc(NC(=O)CSc3ccc(Br)cc3)n2)c(OC)c1	7%	·	-12	10%	-25%	1%	-1%	·	0.9
Cc1c(C(=O)N2CCCC2)c(S(=O)(=O)NCCc2ccccc2)c(C)n1C	-17%	-1	0	24%	-19%	6%	0%	1.0	-0.2
CC(CNC(=O)c1cc(Cl)ccc1[N+](=O)[O-])NC(=O)c1cc(Cl)ccc1[N+](=O)[O-] (centres undefined)	4%	3	-18	3%[57.1 µM]	-18%	-1%	-4%	-0.9	-0.5
NC(=S)N/N=C/c1c(O)ccc2ccccc12	20%	-15	4	-6%	3%	-5%	-1%	-0.4	-0.3
COc1cc(CC(=O)OCC(=O)Nc2cc([N+](=O)[O-])ccc2F)cc(OC)c1OC	-6%	-2	4	21%	0%	0%	8%	-1.1	-1.4
C=CCOc1ccc(/C=C/C(=O)OCC(=O)N(C)CC(=O)Nc2ccc(F)cc2)cc1	-8%	4	9	-7%	-4%	-12%	2%	-0.6	-0.5
Cc1cc(Cl)ccc1NC(=O)C(=O)NCc1ccco1	3%	·	6	-14%	-10%	-3%	31%	-2.0	-1.8
O=C(Cc1cccs1)Nc1nc(-c2ccc(F)c(F)c2)cs1	0%	3	1	11%	-22%	2%	3%	-0.1	0.5
CC(C)c1ccc(S(=O)(=O)N2CCN(CC(O)CN3CCOCC3)CC2)cc1 (centres undefined)	-2%	-2	-1	4%	-24%	-1%	-2%	0.3	0.9
O=C(NCCc1ccccc1)c1ccc2c(c1)S(=O)(=O)N=C1CCCCCN12	2%	27	2	22%	-24%	1%	-7%	-0.6	0.8
Cc1ccc(S(=O)(=O)CCC(=O)OCC(=O)NC(C)c2ccc(F)cc2)cc1 (centres undefined)	-6%	-12	-1	8%	-21%	-1%	0%	-0.3	0.5
CC(=O)c1ccc(NC(=O)C(C)OC(=O)c2ccc(NS(=O)(=O)c3ccc4[nH]c(=O)[nH]c4c3)cc2)cc1 (centres undefined)	7%	·	·	10%	1%	-1%	-12%	·	·
CCCCC(CC)CNC(=O)Cn1c(=O)[nH]c2ccsc2c1=O (centres undefined)	2%	-7	-3	37%[activator]	-23%	5%	-7%	-0.4	-0.5
CN(C(=O)COC(=O)C(Cc1ccccc1)NC(=O)c1ccccc1)c1ccccc1 (centres undefined)	-2%	7	3	11%[57.1 µM]	-14%	-5%[57.1 µM]	0%	-1.6	-1.5
O=C(Nc1ccc(F)cc1)Nc1nnc(Cc2ccccc2)s1	12%	-5	0	34%[57.1 µM]	-14%	8%[57.1 µM]	6%	-1.8	0.7
C=C(C)Cn1c(Sc2nnc(C)s2)nc2c1c(=O)[nH]c(=O)n2C	0%	5	4	-5%	-14%	-5%	3%	-1.3	-1.1
O/N=C/c1ccc2cccc(OCc3ccccc3)c2n1	-1%	-26	20	12%	-9%	17%	10%	-0.7	0.1
CCN(CC)c1nc(N)c(C#N)c(CC#N)c1C#N	3%	·	·	-14%[57.1 µM]	17%	-7%	-11%	·	·
CC(C)CC(NC(=O)C1CCCN1C(=O)[C@@H](C)NC(=O)OCc1ccccc1)C(=O)NCC(N)=O (some centres undefined)	3%	-24	22	-8%	-8%	-7%	-13%	0.2	-0.2
COC(=O)c1ccc(SCc2ccccc2)nc1	1%	·	·	16%	-19%	-3%	4%	·	·
COCCNC(=O)c1cc2c(=O)n3cccc(C)c3nc2n1C	0%	7	41*	11%	-6%	42%[activator]	-1%	-0.1	0.3
